# PTPN22 inh 2: PTPN22 phosphatase inhibitors, primary screen, biochemical, DiFMUP fluorescence, 2 µM; Tyrosine-protein phosphatase non-receptor type 22 (Homo sapiens), Q9Y2R2; recombinant LYP catalytic domain; inhibition, % at 2 µM; actives 0.21% (n = 96,000); AID 640, 2007;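 active = inhibition at 2 µM at or above a set limit, the screen mean plus 3 SD, cut at about 24% in these data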;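 also: 0% = DMSO with enzyme and 100% = enzyme fully blocked by orthovanadate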
# DAT uptake mod: changed hDAT dopamine uptake under cocaine IC80, either direction, primary screen, cocaine antagonist project, cell-based, LLC-PK1 hDAT, [14C]-dopamine uptake, MLSMR; B-score at 10 µM; actives 1.3% (n = 110,000); Sodium-dependent dopamine transporter (Homo sapiens), Q01959; AID 449768, 2010; LLC-PK1 hDAT cells, [14C]-dopamine uptake with cocaine IC80; actives deviate in either direction;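 active = Z score or B-score, a plate-position-corrected score, falls beyond the plate's 99.7% confidence bounds, in either direction; inactive = both scores lie inside the 99.7% bounds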;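 also: scored against the spread of the other compound wells on the same plate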
# CYP2C9 inh: blockers of cytochrome P450 2C9 activity – biochemical, luminescence, ADME assay, primary screen; CYP2C9 Supersomes, luciferin-H conversion; inhibition, % at 5 µM; P11712; actives 20% (n = 96,000);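 active = blocking of liver enzyme CYP2C9 beyond about 50% at 5 µM, limit read from the data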; also: values of inactives mirror those of a sister screen read the other way
# PostGolgi ctrl: growth inhibition of yeast control strain, primary screen, counter-screen for post-Golgi transport modulator project; actives 5% (n = 98,000); efflux-deficient yeast background strain, growth absorbance A615, 16 h; inhibition, % at 10 µM
# CYP2C9 act: human CYP2C9 activators, primary screen, biochemical, luminescence. Cytochrome P450 2C9 (Homo sapiens), P11712. recombinant CYP2C9, luciferin-H conversion; active compounds read high; factor 1 = untreated enzyme, 0 = blocked. activation factor at 5 µM. actives 1.4% (n = 96,000);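 active = activation factor of 2 or more for CYP2C9 at a 5 µM dose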;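 also: 0 = sulfaphenazole-blocked wells and 1 = vehicle-only wells; values of inactives mirror those of a sister screen read the other way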
# PostGolgi yeast: phenotypic screen on post-Golgi transport, primary screen | AID 739, 2007 | inhibition, % at 10 µM | actives 0.9% (n = 98,000) | post-Golgi transport phenotypic cell assay;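 also: yeast cells grown in 1536-well plates; yeast grown about 18 h at 30C before absorbance read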
# Ecoli WT expand: growth inhibitors of wild-type E. coli, primary screen, strain BW25113, expanded library, OD600; OD600 absorbance; growth inhibition, % at 100 µM; actives 0.15% (n = 98,000); AID 710, 2007;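 active = growth inhibition above about 50% at one test dose, limit read from the data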;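 also: growth measured after 20 h incubation at 37 °C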
# LYP act: LYP phosphatase activators, primary screen, biochemical, DiFMUP fluorescence, 2 µM; Tyrosine-protein phosphatase non-receptor type 22 (Homo sapiens), Q9Y2R2; recombinant LYP; 0 = plate median, 100 = signal doubled; activation, % at 2 µM; actives 0.11% (n = 96,000); AID 697, 2007;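 active = activation at 2 µM above a set limit, the mean plus 5 SD, cut at about 37% in these data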
# PTK2B oligo ant: antagonists of Pyk2 self-association, primary screen, Q293 cells, FERM NanoBiT luminescence, HTS; Protein-tyrosine kinase 2-beta (Homo sapiens), Q14289; actives 0.83% (n = 99,000); z-score (the deposit names both 25 µM and 10 µM); active compounds read low;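 active = Z-score of -3 or lower, scaled per plate to the spread of control and sample wells; inactive = z-score above -3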;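 also: negative z-score means lost luminescence so less FERM oligomerization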
# Target sequence (Q14289 whole entry, looked up): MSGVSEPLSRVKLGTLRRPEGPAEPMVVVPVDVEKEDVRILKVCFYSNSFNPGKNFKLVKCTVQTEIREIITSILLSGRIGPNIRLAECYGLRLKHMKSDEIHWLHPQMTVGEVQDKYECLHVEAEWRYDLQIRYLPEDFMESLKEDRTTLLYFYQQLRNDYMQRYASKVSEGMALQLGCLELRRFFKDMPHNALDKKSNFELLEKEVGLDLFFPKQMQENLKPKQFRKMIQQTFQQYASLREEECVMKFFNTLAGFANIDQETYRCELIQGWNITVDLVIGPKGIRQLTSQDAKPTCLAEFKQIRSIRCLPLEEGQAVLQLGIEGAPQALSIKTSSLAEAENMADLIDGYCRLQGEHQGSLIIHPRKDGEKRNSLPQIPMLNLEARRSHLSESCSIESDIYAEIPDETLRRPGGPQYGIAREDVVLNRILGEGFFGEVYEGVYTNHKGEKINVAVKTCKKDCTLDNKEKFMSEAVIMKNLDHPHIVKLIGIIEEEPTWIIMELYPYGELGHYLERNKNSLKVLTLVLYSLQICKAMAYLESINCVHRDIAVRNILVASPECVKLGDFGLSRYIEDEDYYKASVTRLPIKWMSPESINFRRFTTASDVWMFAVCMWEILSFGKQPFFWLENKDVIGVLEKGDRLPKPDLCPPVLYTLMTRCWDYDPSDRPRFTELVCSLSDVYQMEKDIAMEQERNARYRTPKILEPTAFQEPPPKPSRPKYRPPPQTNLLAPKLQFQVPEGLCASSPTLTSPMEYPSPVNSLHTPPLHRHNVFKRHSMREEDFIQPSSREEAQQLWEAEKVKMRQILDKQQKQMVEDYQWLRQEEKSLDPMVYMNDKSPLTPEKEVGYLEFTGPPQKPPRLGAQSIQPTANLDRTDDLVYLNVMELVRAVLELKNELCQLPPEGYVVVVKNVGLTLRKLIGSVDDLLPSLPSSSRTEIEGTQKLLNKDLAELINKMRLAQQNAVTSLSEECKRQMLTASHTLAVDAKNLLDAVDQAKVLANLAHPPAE
# * = called active by the depositor; . = no result given. Rule as the data show it, unless noted: active = inhibition above about 30%; inactive = the rest.
# Start of the data: the first eleven compounds as a preview:
SMILES,PTPN22 inh 2,DAT uptake mod,CYP2C9 inh,PostGolgi ctrl,CYP2C9 act,PostGolgi yeast,Ecoli WT expand,LYP act,PTK2B oligo ant
CC1(C)Cc2c(sc3nc4n(c(=O)c23)CCC4)CO1,.,0.016,-7,8,1.1,0,0,.,0.66
O=C(NC1CCCCCCC1)C1CCC(CNc2c(N3CCCC3)c(=O)c2=O)CC1 (centres undefined),.,-1.4,4,0,1,-2,0,.,.
CCn1ncc(Br)c1C(=O)Nc1cc(C)ccc1F,-5,0.2,-7,-1,1.1,-9,3,6,0.65
CCOc1ccccc1N(CC(=O)NCC1CCCO1)C(=O)CCC(=O)Nc1ccccn1 (centres undefined),.,-2.1,21,16,0.8,5,-7,.,1
Nn1c(SCC(=O)Nc2ccc3c(c2)OCCO3)nnc1-c1ccccn1,-10,.,-21,4,1.2,17,12,8,.
Cn1c(=O)n(C)c2cc([N+](=O)[O-])c(N3CCN(C(=O)c4ccccc4Cl)CC3)cc21,6,0.2,11,-2,0.9,-2,2,-2,-1.3
CCNc1nc(N)nc(Oc2ccc(OCc3ccccc3)nn2)n1,6,0.23,7,7,0.9,1,1,-2,1.3
Cc1ccc(C(c2sc3nc(C)nn3c2O)N2CCN(c3ccccc3)CC2)cc1 (centres undefined),2,.,36,0,0.6,1,-7,-2,0.22
CC(Oc1ccccc1)C(=O)OCC(=O)NC(=O)NCc1ccco1 (centres undefined),.,-0.004,52*,7,0.5,0,0,.,0.16
O=C(NCc1ccco1)c1nc2nc(-c3cccs3)cc(C(F)(F)F)n2n1,-2,-0.048,16,3,0.8,4,-1,1,-0.34
Cc1nc(Cl)c2oc3ccccc3c2n1,14,0.23,9,-1,0.9,12,0,-13,-0.03

# This part in full, previewed entries included:
SMILES,PTPN22 inh 2,DAT uptake mod,CYP2C9 inh,PostGolgi ctrl,CYP2C9 act,PostGolgi yeast,Ecoli WT expand,LYP act,PTK2B oligo ant
CC1(C)Cc2c(sc3nc4n(c(=O)c23)CCC4)CO1,.,0.016,-7,8,1.1,0,0,.,0.66
O=C(NC1CCCCCCC1)C1CCC(CNc2c(N3CCCC3)c(=O)c2=O)CC1 (centres undefined),.,-1.4,4,0,1,-2,0,.,.
CCn1ncc(Br)c1C(=O)Nc1cc(C)ccc1F,-5,0.2,-7,-1,1.1,-9,3,6,0.65
CCOc1ccccc1N(CC(=O)NCC1CCCO1)C(=O)CCC(=O)Nc1ccccn1 (centres undefined),.,-2.1,21,16,0.8,5,-7,.,1
Nn1c(SCC(=O)Nc2ccc3c(c2)OCCO3)nnc1-c1ccccn1,-10,.,-21,4,1.2,17,12,8,.
Cn1c(=O)n(C)c2cc([N+](=O)[O-])c(N3CCN(C(=O)c4ccccc4Cl)CC3)cc21,6,0.2,11,-2,0.9,-2,2,-2,-1.3
CCNc1nc(N)nc(Oc2ccc(OCc3ccccc3)nn2)n1,6,0.23,7,7,0.9,1,1,-2,1.3
Cc1ccc(C(c2sc3nc(C)nn3c2O)N2CCN(c3ccccc3)CC2)cc1 (centres undefined),2,.,36,0,0.6,1,-7,-2,0.22
CC(Oc1ccccc1)C(=O)OCC(=O)NC(=O)NCc1ccco1 (centres undefined),.,-0.004,52*,7,0.5,0,0,.,0.16
O=C(NCc1ccco1)c1nc2nc(-c3cccs3)cc(C(F)(F)F)n2n1,-2,-0.048,16,3,0.8,4,-1,1,-0.34
Cc1nc(Cl)c2oc3ccccc3c2n1,14,0.23,9,-1,0.9,12,0,-13,-0.03
CC(=O)Oc1cccc(N2C(=O)C3CC=CCC3C2=O)c1 (centres undefined),5,0.2,-1,-2,1,17,4,-3,-0.11
Cn1c(=O)n(Cc2ccccc2)c(=O)c2c1nc(NCC1CCCO1)n2Cc1ccccc1 (centres undefined),1,-0.21,66*,24,0.3,2,-4,1,-1.3
CC(=O)NCC(=O)N(C)C(C(=O)Nc1ccc2c(c1)OCCO2)c1ccccc1 (centres undefined),10,-1.1,.,-3,.,11,3,-6,1
CCOc1ccc2nc(NC(=O)Cc3cccs3)sc2c1,8,0.058,30,5,0.7,-3,-10,-6,-0.15
COc1cccc(/C=N/n2c(N)nc3ccccc32)c1OC,12,0.018,19,24,0.8,-11,4,-12,-0.91
O=C(c1cnn2c1NC(c1ccco1)CC2C(F)(F)F)N1CCN(c2cccc(Cl)c2)CC1 (centres undefined),6,0.38,75*,65*,0.2,1,-5,-7,0.03
Cc1ccc(O)c(NC(=O)c2cccc(S(=O)(=O)N3CCCCC3)c2)c1,-4,0.48,53*,14,0.5,1,8,3,-0.37
CCc1nc(NCC(C)C)c(C#N)c2c1COC(C)(C)C2,-4,0.74,19,6,0.8,-1,-8,5,1.4
CC(=O)c1ccc(N2C(=O)[C@@H]3C(CCC(N)=O)NC4(C(=O)Nc5c4ccc(Cl)c5C)[C@@H]3C2=O)cc1 (some centres undefined),-4,-0.21,6,25,0.9,7,5,1,0
CCOCCc1c(O)nc(SCC(=O)NCc2ccco2)[nH]c1=O,-16,0.015,-8,7,1.1,5,-3,15,0.14
c1cc2cn[nH]c2cc1NC1CCCCCC1,2,1.1,64*,12,0.4,1,5,-3,-2.3
COc1cccc(C(=O)c2sc(NC(C)C)nc2N)c1,.,0.25,.,21,.,-3,-5,.,-1.8
Cc1cccc2nc(CNc3ccc(F)cc3)cn12,4,0.045,39,16,0.6,-5,10,-5,-0.01
COC(=O)COc1cccc(NC(=O)c2ccccc2)c1,.,-0.092,28,29,0.7,2,4,.,0.48
Brc1c(CSc2nnc(-c3ccco3)o2)nc2ccccn12,5,0.54,-122,-8,2.2*,0,10,-6,-0.3
O=C(O)C1CCN(c2ncccn2)CC1,-8,-0.52,-7,3,1.1,-4,-5,12,-0.56
Cc1noc(NS(=O)(=O)c2ccc(N3Cc4ccccc4C3=O)cc2)c1C,0,0.37,12,3,0.9,-3,14,-2,-0.64
CCN1CCN(CCCCOc2ccccc2F)CC1,7,-0.53,16,10,0.8,12,-5,-9,0.92
Cc1nc(CN2CCN(C(=O)c3ccc(C(C)(C)C)cc3)CC2)cs1,-3,0.9,50,1,0.5,4,9,0,.
NS(=O)(=O)c1ccc(NS(=O)(=O)/C=C/c2ccccc2)cc1,-1,-0.51,47,0,0.5,-3,9,-2,0.29
Cc1noc(C)c1S(=O)(=O)N1CCCC(C(=O)NCCC2=CCCCC2)C1 (centres undefined),9,-0.99,3,7,1,7,-10,-10,0.18
N=c1c(C(=O)NCc2ccco2)cc2c(=O)n3ccccc3nc2n1Cc1ccccc1,-1,2.1,46,0,0.5,3,-13,2,-0.79
CC1CC(C)CN(CCCNC(=O)CC2Oc3ccccc3NC2=O)C1 (centres undefined),-2,0.46,-9,13,1.1,-4,-3,-1,.
CCc1cccc2c1NC(=O)[C@]21[C@@H]2C(=O)N(Cc3ccccc3)C(=O)[C@@H]2[C@@H]2CCCN21,-5,1.1,6,1,0.9,-7,-4,4,0.59
C1=CC2CC1CC2CNCc1ccco1 (centres undefined),2,-0.71,-7,-2,1.1,-2,3,-5,0.1
Nc1c2c(nc3ccn(-c4ccccc4)c(=O)c13)CCCCC2,-4,-1.1,-4,4,1,6,1,3,-0.09
Cc1cc(C)c(NC(=O)Cn2c(=O)n(Cc3ccco3)c(=O)c3ccccc32)c(C)c1,.,-1.1,16,7,0.8,3,-5,.,0.57
CC(C)(C)NC(=O)C(c1ccncc1)N(C(=O)Cn1nnc(-c2cccs2)n1)C1CCCCC1 (centres undefined),6,-0.23,76*,8,0.2,-7,2,-3,-0.43
CC(=O)/C(C(=N)N1CCN(c2cccc(Cl)c2)CC1)=C(\C)O,-2,0.011,-92,4,1.9,3,1,4,-0.91
CCOC(=O)/C(C#N)=C/c1ccc(OCC(=O)Nc2ccccc2)c(OC)c1,.,-2,15,3,0.9,6,-5,.,-0.21
Cn1nnnc1SCC(=O)c1ccco1,0,-0.39,3,-3,1,-1,-1,-2,0.52
Cc1nn(C)cc1CNC(=O)c1cnn2c(C(F)F)cc(C3CC3)nc12,-2,-0.32,46,-1,0.5,-3,6,2,-0.03
O=C(COC(=O)Cn1cnc2ccccc21)NCCc1ccccc1,-6,-2,-11,0,1.1,3,-6,4,-0.01
CCOC(=O)N1CCC(c2[nH][nH]c(=O)c2C)CC1,-1,-0.57,-24,16,1.2,-3,3,1,-0.65
CC1CCCC(NC(=O)CSc2nnnn2C)C1C (centres undefined),2,-0.39,-12,0,1.1,-4,-2,-4,0.92
CCc1ccc(NC(=O)CSc2nnc(CC)c(CC)n2)cc1,1,-0.41,49,3,0.5,-2,0,-2,0.49
Nc1c(N(C(=O)Nc2ccc(Cl)c(Cl)c2)C2CCCC2)c(=O)[nH]c(=O)n1Cc1ccccc1,13,.,-5,5,1.1,-5,-7,-11,0.25
O=C(CSc1ncc(-c2ccc(F)cc2)n1Cc1ccco1)Nc1ccc2c(c1)OCO2,0,0.0033,73*,31*,0.3,19,2,-1,0.17
CCCN1C(=O)CC(c2ccco2)Sc2ccccc21 (centres undefined),.,-1.4,14,19,0.9,-3,-5,.,1
CCCCNC(=O)CSc1nc2n[nH]c(C)c2c(=N)n1-c1cccc(Cl)c1C,-12,-0.018,.,.,.,.,.,9,-1.4
Cc1sc(NC(=O)CSC2=NCCS2)nc1-c1ccccc1,2,-0.001,42,6,0.6,0,-20,0,0.13
O=C(NCc1ccco1)c1c2c(nc3ccccc13)CCC2,.,.,25,-5,0.7,0,5,.,0.9
N#CC1=C(N)C(C#N)(C#N)[C@H](c2ccoc2)[C@H]2CN(Cc3ccccc3)CC=C12,-25,-0.4,15,7,0.9,-3,6,25,-0.06
O=C1NC(=O)C(c2cn(-c3ccccc3)nc2-c2ccc(F)cc2)N1 (centres undefined),-10,-0.49,94*,-1,0.1,-1,-3,9,-1.2
C=CCNC(=S)NNC(=O)C(CCCC)CC(C)O (centres undefined),0,-1.1,20,22,0.8,-1,0,3,0.26
O=C(NCCCN1CCOCC1)c1ccc(CNS(=O)(=O)c2ccc(F)cc2)cc1,5,-0.72,16,4,0.8,0,5,-7,2.8
O=c1c2c([nH]c3ccccc13)CCCC2,-7,0.00047,-139,1,2.4*,4,19,9,1.1
Nc1nc(SCCN2C(=O)c3ccccc3C2=O)n[nH]1,0,-0.61,6,21,0.9,-5,-2,1,-0.69
Cc1ccc(-c2cc(C(=O)Nc3ccc(S(=O)(=O)Nc4cc(C)on4)cc3)c3ccccc3n2)c(C)c1,16,0.014,41,7,0.6,5,9,-14,-1.1

# Bioassay records deposited in PubChem by several laboratories.
